High-throughput results (PubChem BioAssay)
DT40 TDP1 CPT – DT40-hTDP1 cell growth loss with CPT; chicken DT40 Tdp1-/-;hTDP1 cells + 20 nM CPT, ATP luminescence, 48 h; Potency, µM (series often up to 46.2 µM), for inactives: at the top dose activity change, negative = growth inhibition, actives largely listed as inhibitors; actives 12% (n = 420,000); AID 686979; note: nearly all actives have a fitted effect of over 55% in size
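Chicken DT40 Tdp1-/- cells stably complemented with human TDP1 were seeded at 400 cells/well in medium containing 20 nM camptothecin, exposed to pin-transferred compounds, and grown at 37 °C for at least 48 hr. Viability was read as ATP luminescence.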
FEN1 inh – inhibitors of human flap endonuclease 1; P39748; Recombinant FEN1 flap cleavage, fluorescence, 15 min; Potency, µM (titrated, usually from 114 µM), inactives show top-dose activity change, negative = inhibition, most hits filed as inhibitors; actives 0.35% (n = 390,000); note: nearly all actives have a fitted effect of over 65% in size
Target sequence (P39748 whole entry, looked up): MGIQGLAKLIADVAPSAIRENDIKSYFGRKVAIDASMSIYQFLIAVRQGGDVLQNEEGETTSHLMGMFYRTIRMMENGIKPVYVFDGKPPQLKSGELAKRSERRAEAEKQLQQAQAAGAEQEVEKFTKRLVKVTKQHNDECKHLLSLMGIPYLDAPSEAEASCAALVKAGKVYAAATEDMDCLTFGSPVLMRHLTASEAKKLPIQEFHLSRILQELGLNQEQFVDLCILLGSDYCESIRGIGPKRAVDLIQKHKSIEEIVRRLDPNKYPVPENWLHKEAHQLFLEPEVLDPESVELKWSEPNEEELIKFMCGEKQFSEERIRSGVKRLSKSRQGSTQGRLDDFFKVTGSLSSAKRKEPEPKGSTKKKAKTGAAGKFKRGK
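Steps: FEN1 (10 nM) dispensed; compound added by pin tool; 15 min at room temperature; substrate added to 50 nM final; reads at 0 min and 15 min; data normalized and fitted (four-parameter Hill).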
KAT2A inh – blocks human GCN5L2 histone acetyltransferase; GCN5L2 HAT assay, ThioGlo1 CoA-SH fluorescence; Potency, µM (doses to about 58.9 µM), without a hit: at the top dose activity change, negative = inhibition, actives largely listed as inhibitors; actives 0.21% (n = 390,000); AID 504327
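GCN5L2 (20nM final) in 50mM HEPES, 0.1mM EDTA pH 7.5, 0.01% Tween-20 was preincubated 15 min at room temperature with compound, then given ThioGlo1 (50uM), H3(1-25) peptide (75uM) and acetyl-CoA (70uM); CoA-thiol fluorescence (Ex340/Em540) was read at 0 and 20 min.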
* hit, by the source's call; ? = inconclusive; · = no result given; & = joins results of further samples; [ ] = remark or other dose. Calls come from the whole dose curve; as a rule, active = well fitted curve in the direction sought with a large enough effect; inconclusive = small, poorly fitted or top-dose-only effect, or another doubt; inactive = no such curve, though single readings can be large; an effect the other way counts as inactive or inconclusive. % is set by controls: 0 for no effect and ±100 for the full control effect; potency is the fitted concentration of half-maximal effect.

The line under a structure holds: FEN1 inh | DT40 TDP1 CPT | KAT2A inh
- COc1ccccc1CNC(=O)C1CCCN1S(=O)(=O)c1cccc2cccnc12 (stereo not given)
→ 0.4% | -19.0% | -2.8%
- NC(=O)c1cc([N+](=O)[O-])ccc1NCc1cnccn1
→ -18.4% | -20.1% | -0.5%
- COc1ccc(N2CCN(Cc3cc(=O)oc4ccc(Cl)cc34)CC2)cc1
→ 0.8% | ? | 4.3%
- Cc1cccc(OCC(=O)NCC(c2cccs2)N2CCOCC2)c1 (stereo not given)
→ -8.2% | 4.8% | -6.2%
- Cc1cc(NC(=S)N(CCCN2CCN(C)CC2)Cc2ccco2)ccc1Cl
→ 3.6% | -11.7% | -4.3%
- CCn1c(SCC(=O)NNC(=O)Cc2ccccc2)nnc1-c1ccccc1
→ 0.6% | -26.0% | -2.1%
- CCOc1ccc(/C=C/c2ccnc3ccccc23)cc1OCC
→ -24.0% | 10µM* | ·
- COc1ccc(-c2nc(-c3cccnc3)no2)cc1OC
→ -7.0% | -3.3% | -0.4%
- Cc1c(Cl)cccc1NC(=O)c1ccc(NC(=O)N2CCSc3ncccc32)cc1
→ 5.8% | ? | -10.3%
- Cc1ccc2[nH]c(C(=O)N3CCC(C(N)=O)CC3)cc2c1
→ 4.5% | 19.7% | -4.8%
- C/C(=N\Nc1ccccn1)c1ccc2c(c1)OCO2
→ -2.2% | 18.4µM* | -5.1%
- Cc1cccc2cc(COC(=O)C3CCCCC3)c(=O)[nH]c12
→ -2.7% | -25.3% | -5.7%
- Cc1cccc(CSc2nnc(N)n2-c2ccccc2)c1
→ -11.3% | 8.1% | -5.2%
- O=c1[nH]c(/C=C\c2cccc(F)c2)nc(O)c1[N+](=O)[O-]
→ 0.1% | 4.6% | -1.3%
- Cc1cc(=O)n(Cc2ccc(OC(C)C)cc2)c(=S)[nH]1
→ -13.6% | -22.5% | 22.6%
- COc1ccccc1NC(=O)C(=O)NCC1CCCN1S(=O)(=O)c1cccs1 (stereo not given)
→ -16.6% | ? | -3.7%
- COC(=O)c1c(C)[nH]c(C(=O)COC(=O)c2c(C)noc2C)c1C
→ 2.3% | -21.9% | -1.0%
- COc1ccc(N2CCN(S(=O)(=O)Cc3ccccc3)CC2)cc1
→ 7.7% | -20.4% | -0.9%
- CCCn1nc(C(=O)NCC2COc3ccccc3O2)c2ccccc2c1=O (stereo not given)
→ 2.7% | ? | -3.8%
- CCCCc1ccc(NC(=O)CSC2=NN3CCCC(=O)N=C3S2)cc1
→ -3.6% | ? | 5.1%

Profiles, looked up by structure.
COC(=O)c1c(C)[nH]c(C(=O)COC(=O)c2c(C)noc2C)c1C as listed: FEN1 inh = 2.3%; DT40 TDP1 CPT = -21.9%; KAT2A inh = -1.0%
CCOc1ccc(/C=C/c2ccnc3ccccc23)cc1OCC as listed: FEN1 inh = -24.0%; DT40 TDP1 CPT = 10µM*; KAT2A inh = ·

Exported with each value named: entries from further up.
structure: O=c1[nH]c(/C=C\c2cccc(F)c2)nc(O)c1[N+](=O)[O-]
  FEN1 inh: 0.1%
  DT40 TDP1 CPT: 4.6%
  KAT2A inh: -1.3%

structure: Cc1cc(=O)n(Cc2ccc(OC(C)C)cc2)c(=S)[nH]1
  FEN1 inh: -13.6%
  DT40 TDP1 CPT: -22.5%
  KAT2A inh: 22.6%

More results follow.
The line under a structure holds: FEN1 inh | DT40 TDP1 CPT | KAT2A inh
- CN(CCc1ccccc1)C(=O)c1ccc(NC(=O)Cc2ccc([N+](=O)[O-])cc2)cc1
→ -16.2% | ? | -6.0%
- Cc1ccc(CSCc2nc3ccccc3[nH]2)cc1
→ -3.7% | 29.1µM* | -5.1%
- O=C(Cn1ncc2c(=O)oc3ccccc3c21)NCc1cccnc1
→ 10.6% | 1.3µM* | -2.3%
- O=S(=O)(c1ccccc1)N1CCC2(CCN(c3cccc(-c4ccccc4)c3)CC2)CC1
→ · | -7.6% | -8.5%
- CS(=O)(=O)N1CC(C(=O)NC2CCCC2)Oc2ccc(Cl)cc21 (stereo not given)
→ 4.3% | ? | -6.6%
- COc1ccc(N2CCN(C(=O)CNC(=O)c3cccs3)CC2)cc1
→ 3.4% | -5.2% | -16.4%
- C=CCn1c(C)cc(-c2csc(NC(=O)C3CCN(c4ncnc5sc(C)c(C)c45)CC3)n2)c1C
→ -0.2% | ? | ·
- Fc1ccc(-c2noc3ncnc(NCc4ccc(Cl)cc4)c23)cc1
→ -8.3% | ? | -5.5%
- CCCCC(=O)Nc1ccc(NC(=S)NC(=O)c2cccs2)cc1OC
→ -6.9% | -3.9% | -5.0%
- Cn1c2ccccc2c(=O)c2c(=O)n(Cc3ccco3)c(-c3ccc(F)cc3)nc21
→ -8.2% | -18.7% | -15.3%
- Cc1cc(Br)ccc1NC(=O)c1ccc(NS(=O)(=O)c2c(C)noc2C)cc1
→ 17.2% | -9.2% | -3.3%
- NC(=O)c1cc(C(=O)Cc2ccc(Cl)cc2)c[nH]1
→ 2.9% | 0.1% | -24.8%
- CCOC(=O)c1sc(=S)n(-c2ccc(OC)cc2)c1C
→ -10.1% | 5.9% | -5.0%
- O=C(Nc1cccnc1)c1sc(Nc2ccccc2)nc1-c1ccccc1
→ -17.1% | ? | -6.9%
- Cc1cc(NC(=O)CSc2nc(N)c(NC(=O)c3ccccc3)c(=O)[nH]2)no1
→ -1.8% | 6.5% | -2.5%
- CC(=O)Nc1ccc(NCc2ccc(-c3ccccc3)cc2)cc1
→ -1.2% | -23.9% | ·
- Cc1ccc2nc(N/N=C\c3ccc([N+](=O)[O-])o3)nc(-c3ccccc3)c2c1
→ 4.9% | 23.1µM* | -1.9%
- COc1ccc(C2/C(=C(/O)c3ccc(Br)cc3)C(=O)C(=O)N2C)cc1OC (stereo not given)
→ 5.5% | 5.5% | -2.5%
- CC1Cc2ccccc2N1CC(=O)NC(=O)NC(C)(C)C (stereo not given)
→ -9.0% | 4.6% | -0.4%
- O=P(O)(c1ccccc1)c1ccccc1O
→ 7.7% | -3.8% | -5.9%

The listing continues.
The line under a structure holds: FEN1 inh | DT40 TDP1 CPT | KAT2A inh
- Cc1ccc(-c2c(C)sc3nc[nH]c(=O)c23)cc1C
→ -0.4% | 5.5% | -16.7%
- CCOc1ccc(CC(=O)NCCc2csc(-c3ccc(Cl)cc3)n2)cc1
→ -4.1% | ? | -0.5%
- O=C(Nn1cnnc1)c1cc2c(s1)CCCCC2
→ -11.3% | -0.1% | -1.1%
- CC1CCC(NC(=O)CN(C)CC(=O)Nc2ccc(F)cc2)CC1 (stereo not given)
→ 3.8% | -18.3% | -4.5%
- COc1c(Br)cc(Br)cc1/C=N/n1c(C)nnc1C
→ -13.1% | ? | 0.6%
- CC(CNC(=O)Cn1ccc2cc(S(=O)(=O)N3CCCCC3)ccc21)c1ccccc1 (stereo not given)
→ -5.6% | ? | -5.5%
- c1ccc2sc(NN=C3CCCC3)nc2c1
→ -0.2% | -10.2% | -3.9%
- ClCC1CSC(=NC23CC4CC(CC(C4)C2)C3)O1 (stereo not given)
→ 9.6% | ? | 1.6%
- CCOc1ccc(NC(=O)CN2CCN(CC(=O)c3ccc(OC)c(OC)c3)CC2)cc1
→ -7.2% | ? | -5.4%
- Cc1ccc2c(c1)CCCN2C(=O)Nc1ccc2c(c1)OCO2
→ 0.6% | ? | -1.6%
- O=C(NNC(=O)C1CCN(S(=O)(=O)c2cccc(C(F)(F)F)c2)CC1)C1CC1
→ 13.5% | 1.4% | -6.2%
- Cc1cc(NC(=O)c2ccccc2F)cc(C)c1OCC(=O)N1CCOCC1
→ 4.3% | -4.6% | -0.5%
- O=C(CSc1nc(C2CC2)nc2ccccc12)N1CCCCC1
→ -10.4% | ? | 0.4%
- CC(=O)c1ccc(N2CCN(CC(=O)Nc3ccccc3C(=O)NC3CC3)CC2)c(F)c1
→ 5.9% | ? | -0.3%
- Cc1cc(NC(=O)C2=C(O)c3ccccc3S(=O)(=O)N2C)no1
→ 1.5% | -0.2%&-10.9% | -4.1%
- Cc1ccc(C(=O)NCC(=O)N/N=C/c2cccs2)cc1[N+](=O)[O-]
→ -6.6% | -11.8% | -2.1%
- O=C(O)c1cccc2c1C(=O)N(Cc1ccccc1)C2
→ -0.3% | 6.3% | -5.9%
- O=C(NNC(=O)c1ccccc1Br)c1cnccn1
→ -2.3% | 18.4µM* | 0.5%
- CCOC(=O)/C(=C\C=C\N1CCOCC1)C(C)=O
→ 5.2% | 11.1% | -19.1%
- CCCCNC(=O)O[C@@H]1C[C@@H]2CCN3C(=O)CCC[C@H]([C@H]1CC)[C@H]23
→ 14.4%&16.9% | 14.1µM* | 2.0%

Further compounds follow.
The line under a structure holds: FEN1 inh | DT40 TDP1 CPT | KAT2A inh
- CN1CCN(c2ncc3ncc(=O)n(Cc4cccs4)c3n2)CC1
→ · | 7.8% | -7.8%
- CC(C)(C)n1nnnc1C(c1cccs1)N1CCN(Cc2ccc3c(c2)OCO3)CC1 (stereo not given)
→ -8.1% | -2.2% | 3.3%
- CCOC(=O)CSc1nnc(CNC(=O)c2cccs2)n1Cc1ccccc1
→ -12.9% | -2.1% | -5.9%
- COc1cc(/C=N/c2oc(C)c(C)c2C#N)cc(Br)c1O
→ -21.8% | -22.5% | -7.4%
- COc1ccccc1OCC(=O)Nc1ccc2c(c1)C(=O)N(CC1CCCO1)C2=O (stereo not given)
→ 1.0% | -20.0% | 0.0%
- COc1ccccc1CNC(=O)C1CCN(Cc2nc(-c3ccc(OC)c(OC)c3)oc2C)CC1
→ 12.2% | -13.3% | -2.5%
- Nc1ccc(CCNc2ncnc3c2ncn3C2OC(CO)C(O)C2O)cc1 (stereo not given)
→ · | 39.6%[activator] | -5.1%
- Cc1sc2ncn(CCn3cnc4sc(C)c(C)c4c3=O)c(=O)c2c1C
→ 9.8% | ? | 4.4%
- Cc1nc(-c2ccc(S(=O)(=O)N3CCCCCC3)cc2)cs1
→ 1.1% | ? | -5.0%
- Cc1ccc2[nH]c(=O)c3cc(C(=O)N4CCN(c5ccccc5)CC4)sc3c2c1
→ -1.4% | -16.5% | -5.4%
- Cc1ccccc1-n1nc(-c2cccnc2)cc1C(=O)NN
→ -3.8% | -0.6% | -0.7%
- CC(C)(C)c1nc2ccc([N+](=O)[O-])cc2[nH]1
→ -1.5% | -8.5% | 0.0%
- COCCN(C(=O)c1csnn1)C(C(=O)NC(C)(C)C)c1cccc(OC)c1 (stereo not given)
→ 3.7% | -0.8% | -1.1%
- COc1cccc(/C=N/NC(=O)c2[nH]nc3c2CCc2ccccc2-3)c1O
→ 1.0% | 2.31µM* | -22.3%
- O=C(O)Cc1ccc(O)c(F)c1
→ 21.7% | 0.5% | -4.1%
- O=C(Nc1ccc(N2CCOCC2)cc1N1CCOCC1)c1ccc([N+](=O)[O-])cc1
→ 6.3% | -3.6% | -0.5%
- COC(=O)c1c(NC(=O)c2ccc(S(=O)(=O)N3CCCCC3)cc2)sc2c1CCN(C)C2
→ 11.0% | 4.61µM* | -7.3%
- O=Cc1c(NCCN2CCCC2)c2ccccc2[nH]c1=O
→ 11.7% | 10.8% | -1.1%
- CCOC(=O)C1=C(C)NC2=C(C(=O)OC2)C1c1ccccc1 (stereo not given)
→ 0.4% | ? | -8.7%
- CCn1c(NCc2cccc(Cl)c2)nc2ccccc21
→ -20.6% | ? | -7.1%

Later entries.
The line under a structure holds: FEN1 inh | DT40 TDP1 CPT | KAT2A inh
- O=C(Nc1cccc2ncccc12)c1cc2ccccc2o1
→ 5.2% | ? | -2.8%
- COc1cc(NC(=S)NC(=O)c2ccco2)ccc1NC(=O)C(C)C
→ -9.8% | -1.5% | -7.5%
- COC(=O)Cn1cc(S(=O)(=O)NCc2ccc(C)cc2)c2cc([N+](=O)[O-])ccc21
→ -10.0% | -22.7% | 2.8%
- CC(=O)N1c2ccccc2NC(=O)C1(C)C
→ -5.0% | 2.6% | ·
- COCCn1c(=O)c(-c2cccs2)nc2cnc(Oc3cccc(Cl)c3)nc21
→ · | -14.4% | ?
- Cn1cc(SCC(=O)NC2CCCCC2)c2ccccc21
→ -3.8% | -17.4% | -2.4%
- CSc1ccc(-c2sc(Nc3cccc4ccccc34)n[n+]2-c2ccccc2)cc1
→ 3.2% | ? | -8.0%
- CCCCn1c(NCCC)nc2c1c(=O)[nH]c(=O)n2C
→ -2.1% | 2.6% | -8.3%
- Cc1onc(-c2c(F)cccc2Cl)c1C(O)c1ccc(F)cc1 (stereo not given)
→ 0.7% | -15.2% | 0.2%
- COc1ccc(CNC(=O)CCn2nc(C)c3c(C)n(-c4ccccc4)nc3c2=O)c(OC)c1
→ 22.2%&-3.5% | -3.1%&-1.2% | 1.3%&11.5%
- COc1ccccc1CNC(=O)CSc1ccc(C(=O)Nc2ccccc2OC)cc1[N+](=O)[O-]
→ 3.8% | 9.2µM* | -8.1%
- CC(=O)Nc1ccc(S(=O)(=O)N(C2=NCC(C)S2)c2ccccc2)cc1 (stereo not given)
→ 8.8% | -8.2% | -4.0%

This is a subset; the hit share may differ from the screen's.
